NTR1 ag = agonists of NTR1, primary screen, imaging, U2OS cells, beta-arrestin-GFP, high content (AID 493036); Neurotensin receptor type 1 (Homo sapiens), P30989; NTR1-U2OS beta-arrestin-GFP spot imaging, agonist mode; activation, % at 20 µM; hit rate 0.17% among 330,000;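 active = activation at or above 40% of the spot to cytoplasm intensity ratio, with at least 20 cells analyzed; inconclusive = wells under 20 cells, flagged as cytotoxic or low count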;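 note: 0% = DMSO without peptide and 100% = 100 nM NTR1 peptide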
Target sequence (P30989 whole entry, looked up): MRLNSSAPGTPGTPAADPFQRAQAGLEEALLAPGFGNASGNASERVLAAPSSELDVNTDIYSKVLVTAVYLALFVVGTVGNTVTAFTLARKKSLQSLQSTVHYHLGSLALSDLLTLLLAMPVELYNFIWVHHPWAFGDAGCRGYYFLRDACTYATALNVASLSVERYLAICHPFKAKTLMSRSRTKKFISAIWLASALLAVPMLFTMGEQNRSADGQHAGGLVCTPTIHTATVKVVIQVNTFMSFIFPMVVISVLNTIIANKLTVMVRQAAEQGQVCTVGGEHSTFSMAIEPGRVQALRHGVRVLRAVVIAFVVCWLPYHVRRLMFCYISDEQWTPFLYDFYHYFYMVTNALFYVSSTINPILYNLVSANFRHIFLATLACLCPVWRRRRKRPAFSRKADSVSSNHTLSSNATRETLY
Siah-1 displacement = Siah-1 peptide-binding antagonists, primary screen, biochemical, fluorescence polarization, rhodamine-plectin, uHTS (AID 1817) | hit rate 0.02% among 290,000 | E3 ubiquitin-protein ligase SIAH1 (Homo sapiens) | Siah-1 / rhodamine-plectin peptide fluorescence polarization; higher % means a stronger effect | displacement, % at 20 µM; hits with a dose series show IC50 in µM;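 active = displacement of at least 50% at 20 µM, with a fluorescence ratio check between 0.3 and a set limit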;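 note: plate controls were Siah plus tracer with DMSO for no effect and tracer alone without Siah for full effect; strong numbers were not always called active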
PhoP inhibition = inhibitors of PhoP regulon expression, primary screen, Salmonella Typhimurium, GFP reporter (AID 1863); S. Typhimurium PhoP-regulated promoter GFP reporter, 4 h; higher % means a stronger effect; inhibition, % at 50 µM, or IC50 in µM where a hit was titrated; hit rate 0.16% among 300,000;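 active = inhibition over 29.93%, a cutoff 3 SD above the screen mean, later confirmed by dose response; inconclusive = inhibition over 29.93% but no dose response follow-up; inactive = inhibition at most 29.93% or unconfirmed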;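 note: 0% = low Mg2+ inducing control and 100% = high Mg2+ repressing control; strong numbers were not always called active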
HIV fusion peptide = inhibitors of HIV fusion peptide binding, primary screen, biochemical, uHTS, fluorescence dequenching (AID 1986) | cell-free peptide binding, fluorescence dequenching, 30 min; higher % means a stronger effect | inhibition, % at 20 µM, or IC50 in µM where a hit was titrated | hit rate 0.3% among 290,000; in the data active = inhibition mostly above about 52%, no sharp cut-off; inactive = mostly below about 76%; note: some results filed as inactive read as strong as hits
Myeloid diff MLP = induction of myeloid progenitor differentiation, primary screen, cell-based, flow cytometry, MLPCN library; calls only at 10 µM; ER-HoxA9 myeloid progenitors, lysozyme-GFP differentiation; AID 624256, 2012; hit rate 1% among 360,000;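 active = normalized GFP-positive differentiation at or above the plate's own cutoff, the solvent-only control mean plus 3 SD; inconclusive = no clear call, values can overlap the other calls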;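 note: cells exposed to compound for four days before flow analysis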
Rac1 GTP hydrolysis = MgcRacGAP GTPase-activating activity inhibitors, confirmation, biochemical, ADP Hunter fluorescence; Rac GTPase-activating protein 1 (Homo sapiens); MgcRacGAP-stimulated Rac1 GTP hydrolysis, ADP Hunter fluorescence; higher % means a stronger effect; GST-tagged Rac1 F28L mutant substrate; one-dose inhibition, % at 30 µM; IC50 in µM for titrated hits; hit rate 0.6% among 340,000;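 active = first-screen hits whose inhibition reached a set limit at any dose in the follow-up dose series; inconclusive = inhibition above the set first-screen limit but never retested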;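 note: fluorescence reports GDP produced by GAP-driven GTP hydrolysis; strong numbers were not always called active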
LYP inhibition = inhibitors of LYP phosphatase, biochemical, fluorescence intensity, uHTS (AID 1779). Tyrosine-protein phosphatase non-receptor type 22 (Homo sapiens). recombinant LYP phosphatase, fluorescence intensity; higher % means a stronger effect. one-dose inhibition, % at 11.5 µM; IC50 in µM for titrated hits. hit rate 0.054% among 290,000; in the data active = inhibition above about 50%;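 note: plate controls were vehicle with enzyme for no effect and no enzyme for full effect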
GPR35 arrestin U2OS = GPR35 antagonists blocking zaprinast-driven arrestin recruitment, primary screen, imaging, U2OS, beta-arrestin-GFP, zaprinast agonist (AID 2058); U2OS GPR35 beta-arrestin-GFP translocation imaging, zaprinast antagonism; higher % means a stronger effect; inhibition, % at 10 µM; hits with a dose series show IC50 in µM; G-protein coupled receptor 35 (Homo sapiens); hit rate 0.052% among 290,000;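 active = inhibition of at least 50% with at least 30 cells and total cytoplasm GFP at most 10,000,000; inconclusive = under 30 cells or total GFP of 10,000,000 plus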
GPR55 antagonists = GPR55 antagonists blocking LPI-driven arrestin recruitment, primary screen, imaging, U2OS, beta-arrestin-GFP, LPI agonist (AID 2013). G-protein coupled receptor 55 (Homo sapiens). hit rate 0.13% among 290,000. U2OS GPR55 beta-arrestin-GFP translocation imaging, LPI antagonism; higher % means a stronger effect. inhibition, % at 10 µM; hits with a dose series show IC50 in µM;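 active = spots per cell inhibited over 60%, with over 100 cells counted and total cytoplasm intensity under 500,000; inconclusive = wells with under 100 cells, flagged as likely toxic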;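 note: U2OS cells stably carrying GPR55 and arrestin-GFP stimulated by 5 µM LPI near EC80; imaged beta-arrestin-GFP aggregate spots per cell after agonist stimulation; plate controls were LPI-stimulated DMSO wells for no effect and DMSO wells without LPI for full effect; some results filed as inactive read as strong as hits; confirmed hits need IC50 under 10 µM and bright autofluorescent wells are also inconclusive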
NTR1 ag cell count 20 µM = also measured in NTR1 ag; calls as there; cell count; measured here: cell count, cytotoxicity flag
Myeloid diff MLP GFP+ MAC1+ % = second read-out of Myeloid diff MLP, no call of its own (marks repeat the call); GFP+ MAC1+ double positive, %; measured here: differentiation confirmed by MAC1 staining
* = called active by the depositor; i = inactive; ? = inconclusive; . = not tested or not shown; & = joins results of further samples.

SMILES | NTR1 ag | NTR1 ag cell count 20 µM | Siah-1 displacement | PhoP inhibition | HIV fusion peptide | Myeloid diff MLP | Myeloid diff MLP GFP+ MAC1+ % | Rac1 GTP hydrolysis | LYP inhibition | GPR35 arrestin U2OS | GPR55 antagonists
CC(C)(C)NC(=O)C(=O)NNC(=O)c1cccc(Br)c1 | 1.8 | 42 | -0.9% | -6.0% | -2.5% | i | 0.3 | 0.8% | -11.4% | -12.3% | -4.8%
Cc1ccc(C2CC(c3ccccc3)=NN2c2ccccc2)o1 (centres undefined) | -0.3 | 76 | 6.0% | 2.5% | 5.6% | i | 0.4 | 3.6% | -7.7% | 11.5% | 18.4%
Cn1c(=O)cc(N)n(Cc2ccccc2)c1=O | -0.4 | 90 | -3.4% | 5.3% | -0.9% | i | 0.7 | -1.1% | -5.5% | 0.6% | 2.8%
CN1C2C(Br)CCCCN2c2ccc(F)cc2S1(=O)=O (centres undefined) | -0.7 | 59 | 1.1% | -4.2% | 0.7% | i | 0.5 | 6.5% | 1.7% | 4.6% | -7.2%
Cc1cc(C)c(C(=O)CC(=O)c2ccccc2Cl)c(O)c1 | 1.3 | 99 | 1.6% | 9.9% | -1.4% | . | . | 7.0% | -2.7% | -5.6% | 0.6%
CCN(CC)CCN1C(=O)C(=O)/C(=C(/O)c2ccc(OC(C)C)cc2)C1c1ccncc1 (centres undefined) | -0.2 | 72 | 4.7% | 5.4% | 0.6% | i | 0.8 | 2.4% | -7.0% | -15.2% | -0.6%
O=S(=O)(CCc1nc2ccccc2o1)c1ccc(Cl)cc1 | -0.1 | 63 | 2.1% | -0.4% | -2.3% | i | 0.5 | 3.2% | -7.2% | -3.7% | 8.2%
NC(=O)c1ccccc1NC(=O)CCCCCn1nnc2ccccc2c1=O | -0.8 | 99 | -2.2% | . | -0.6% | i | 0.8 | -1.0% | 2.8% | 18.7% | -1.2%
Cc1ccc(C2=N/C(=C\N3CCCCC3)C(=O)O2)cc1 | 0.0 | 75 | -3.6% | -7.4% | 0.7% | i | 1.7 | 10.5% | 1.0% | 3.9% | 2.1%
COC(=O)Cn1c(=NC(=O)c2cccc(OC)c2)sc2cc(OC)ccc21 | 1.0 | 56 | 5.0% | 3.3% | 0.1% | i | 0.0 | 9.1% | -6.4% | -12.9% | 17.0%
O=C(COC(=O)COc1ccccc1Cl)Nc1ccccc1OC(F)F | 2.2 | 80 | -4.9% | -6.7% | 0.9% | i | 0.9 | -13.2% | -0.8% | -8.2% | 5.5%
CCOC(=O)C1=C(c2ccc(OC)cc2)OC(N)=C(C#N)C1c1cccnc1 (centres undefined) | -0.8 | 35 | -1.2% | -5.8% | 0.8% | i | 0.5 | . | 3.7% | -2.5% | 5.1%
O=c1c2ccccc2nc(-c2ccccc2)n1CCCN1CCOCC1 | 0.4 | 87 | 3.4% | 8.5% | -1.0% | i | 1.5 | 4.7% | -1.4% | -5.0% | -6.4%
CCc1ccc(OCC(=O)OC(C)C(=O)NC2CC2)cc1 (centres undefined) | 1.0 | 40 | -0.4% | -3.7% | -0.5% | i | 0.6 | 7.9% | -15.7% | -4.0% | 11.0%
N#Cc1ccc(-n2c(-c3ccccc3)nnc2-c2ccccc2)cc1C#N | 1.0 | 49 | -1.1% | 0.4% | -1.8% | i | 0.8 | 8.3% | -1.4% | -3.6% | 2.7%
COc1ccc(C(=O)/C=C/Nc2c(C)n(C)n(-c3ccccc3)c2=O)cc1OC | -0.4 | 44 | 2.9% | 0.7% | -1.9% | i | 1.2 | 8.1% | 2.1% | -4.5% | 6.0%
COc1cccc(C(=O)NCCS(=O)(=O)NCC2CCCO2)c1 (centres undefined) | 1.7 | 47 | . | 8.0% | . | i | 0.8 | 8.6% | . | . | .
CCN(c1ccc(OC)cc1)S(=O)(=O)c1nnc(NC(=O)c2ccc(C)cc2)s1 | 2.2 | 65 | 0.7% | 5.2% | 4.2% | i | 6.1 | 11.2% | -6.1% | 49.1% | -3.2%
CC(C)CN(C(=O)CN1CCN(c2ccc(F)cc2)CC1)c1c(N)n(CC(C)C)c(=O)[nH]c1=O | 0.0 | 68 | 3.8% | 9.1% | -1.7% | i | 0.1 | 9.0% | -4.1% | -9.9% | -11.6%
O=C(NCCCn1ccnc1)c1noc2c1CCc1ccccc1-2 | 3.0 | 67 | 0.0% | 16.1% | 0.6% | i | 2.6 | 4.1% | -2.0% | -1.1% | 15.0%
N=C1/C(=C/c2coc3ccccc3c2=O)C(=O)N=C2SC(c3ccco3)=NN12 | -0.1 | 60 | -2.5% | -0.3% | 113.6%* | i | 0.8 | . | 3.1% | -7.5% | 3.4%
CC(=O)Nc1ccc(S(=O)(=O)Nc2cc(-c3ccccc3)nn2C)cc1 | 1.5 | 52 | 6.7% | 2.0% | -1.2% | i | 0.7 | . | -9.5% | 0.9% | 4.3%
Cn1ncc(Cl)c1C(=O)Nc1ccncc1 | 0.8 | 77 | 4.9% | 5.1% | -1.3% | i | 0.9 | 1.3% | -6.3% | -2.0% | 3.4%
CC1CCN(S(=O)(=O)c2ccc3c(c2)c(=O)c(C(=O)NC2CCCC2)cn3C)CC1 | 3.3 | 90 | -1.3% | -6.2% | 14.4% | i | 2.4 | 0.8% | -5.3% | -17.8% | 6.3%
COC(=O)C1=C(C)NC(C)=C(C(=O)OC)C1C(=O)OCCN1C(=O)c2ccccc2C1=O | -1.0 | 65 | 4.2% | -3.6% | -0.8% | i | 1.0&0.8 | 1.9%&11.6% | -7.2% | 12.6% | -9.3%

The list goes on:
SMILES | NTR1 ag | NTR1 ag cell count 20 µM | Siah-1 displacement | PhoP inhibition | HIV fusion peptide | Myeloid diff MLP | Myeloid diff MLP GFP+ MAC1+ % | Rac1 GTP hydrolysis | LYP inhibition | GPR35 arrestin U2OS | GPR55 antagonists
CN(C)/C=C1\SC(=S)N(c2ccc(Br)cc2)C1=O | -1.1 | 51 | 26.8% | -4.8% | 5.9% | . | . | 9.1% | -6.6% | 21.4% | -4.5%
Clc1cc2nc3ccccn3c2cc1Cl | 3.4 | 49 | 3.2% | 9.6% | -0.1% | i | 0.9 | 5.1% | -7.4% | 18.7% | -5.7%
CC(=O)c1ccc(NC(=O)CCc2nc3sc4c(c3c(=O)[nH]2)CCCC4)cc1 | 2.2 | 73 | . | 1.1% | . | i | 0.4 | 6.2% | . | . | .
C/C(=C\c1ccccc1)C(=O)n1nnc2ccccc21 | 0.4 | 86 | 5.8% | -15.8% | 0.5% | i | 1.2 | 4.8% | -6.0% | 8.0% | 1.6%
COc1cc(SC)ccc1C(=O)Nc1cccc(C)n1 | 2.4 | 46 | 1.5% | -4.5% | -1.1% | i | 0.2 | 10.9% | -0.3% | -6.9% | -15.2%
Nc1ccc(NC(=O)c2ccc(C(=O)Nc3ccc(N)cc3)cc2)cc1 | 0.5 | 92 | 7.7% | -5.6% | -0.3% | i | 0.6 | 6.6% | -39.7% | 17.8% | 5.3%
Cc1ccc(N2CC(C(=O)O)CC2=O)cc1 (centres undefined) | -0.1 | 52 | 0.4% | -1.7% | -1.9% | i | 0.2 | . | -10.3% | 5.7% | 8.8%
O=C(CSc1nnc(-c2cccs2)o1)Nc1cccc(S(=O)(=O)N2CCCCC2)c1 | 1.3 | 57 | 1.7% | 6.9% | 2.3% | i | 0.3 | 5.7% | -2.1% | -3.1% | 5.4%
N#Cc1ccsc1NC(=O)CN1CCN(c2ccccc2)CC1 | 1.9 | 72 | 13.9% | -2.4% | 2.4% | i | 0.2 | 7.7% | -1.3% | -3.7% | 4.6%
CCCCn1c(N)c(N(CCOC)C(=O)C2CCN(S(=O)(=O)c3ccc(F)cc3)CC2)c(=O)[nH]c1=O | 0.3 | 91 | . | 2.4% | . | i | 0.1 | 5.5% | . | . | .
CCOC(=O)c1c(-c2ccc(OC)cc2)cn2ccccc12 | 6.2 | 50 | -0.7% | -4.6% | -1.1% | i | 0.4 | -5.5% | -5.6% | -18.3% | 2.8%
CC(=O)Nc1ccc(OC(=O)c2cccs2)cc1 | -1.0 | 41 | 4.3% | -4.4% | -0.7% | i | 0.6 | 12.7% | 4.3% | -13.1% | 1.1%
Cc1nc(N(C)C)c2sc(=S)n(C)c2n1 | 0.6 | 58 | -6.3% | -3.2% | -2.7% | i | 1.0 | 2.7% | -2.2% | -13.1% | -2.1%
O=c1ccc2cc(O)c(O)cc2o1 | -2.2 | 54 | 10.3% | -13.7% | 23.1% | i | 6.0 | ? | -6.7% | -3.2% | 6.9%
O=C(CCCC(=O)OCC(F)(F)C(F)F)Nc1ccccc1F | 0.3 | 44 | 8.9% | 3.1% | 1.7% | i | 1.3 | 4.5% | 2.3% | 2.2% | 12.5%
CC1(C)CC2CC(C)(CN2C(=O)COC(=O)c2ccc(Cl)cc2N)C1 (centres undefined) | 2.6 | 23 | 1.7% | 4.2% | 0.0% | i | 0.1 | 7.6% | 6.0% | -18.3% | 2.0%
Cc1ccc(C(=O)NN2CC(O)=C(c3nc(-c4cccc([N+](=O)[O-])c4)cs3)C2=N)cc1 | -1.1 | 34 | 26.2% | -6.8% | -1.6% | i | 0.2 | 6.1% | -6.9% | -8.5% | 2.3%
COc1cc2[nH]c3c(=O)n4c(nc3c2cc1OC)SCCC4 | -0.3 | 39 | -3.7% | -6.2% | -1.1% | i | 0.4 | 15.3% | -8.6% | -5.4% | -4.7%
COc1ccc(Cn2nnnc2C(c2ccccc2Cl)N2CCN(C)CC2)cc1 (centres undefined) | . | . | 3.7% | -12.9% | 1.9% | i | 0.7 | 4.4% | -6.2% | 0.6% | 19.9%
CC1CC(C)CN(C(=O)c2cc3cc(Br)cc(Br)c3o2)C1 (centres undefined) | 8.4 | 47 | 11.1% | 3.5% | 0.0% | i | 0.1 | 1.0% | 6.3% | -8.7% | 18.0%

Screening data as filed in PubChem BioAssay.
